TAAR1 antag – antagonists of human TAAR1; CHO RD-HGA16 TAAR1, Fluo-8 calcium fluorescence, antagonist; inhibition, % at 3 µM; 360,000 tested, 1.5% active; AID 624466;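 active = inhibition above a per-plate cutoff, the mean inhibition of test compounds on that plate plus 3 SD, cut at about 49% in these data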;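 note: 0% = DMSO plus EC80 beta-PEA response and 100% = DMSO alone without agonist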
Target sequence (Q96RJ0 whole entry, looked up): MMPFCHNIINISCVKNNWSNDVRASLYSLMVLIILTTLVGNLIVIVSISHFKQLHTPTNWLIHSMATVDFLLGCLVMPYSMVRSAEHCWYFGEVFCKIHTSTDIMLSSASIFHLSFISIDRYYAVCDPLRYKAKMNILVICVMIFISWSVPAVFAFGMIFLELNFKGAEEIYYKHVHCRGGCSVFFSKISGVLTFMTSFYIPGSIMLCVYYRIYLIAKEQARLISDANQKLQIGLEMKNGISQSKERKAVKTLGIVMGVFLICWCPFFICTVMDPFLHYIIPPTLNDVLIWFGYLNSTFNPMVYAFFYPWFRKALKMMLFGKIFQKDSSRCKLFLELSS
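Test system: CHO RD-HGA16 cells bearing hTAAR1 | Reagent: β-PEA, EC80 | Compound dosing: 3 µM, single point | Schedule: Dye loading 75 min at 37 °C, then 30 min room temperature | Signal: Calcium fluorescence with Fluo-8 | Evaluation: Percent inhibition of PEA-evoked calcium signal, max/basal emission ratio | Control set: DMSO-only wells and EC80 β-PEA-stimulated wells | Repeats: Singlicate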
CHO-K1 Ca antag – M1 antagonist counterscreen hit in parental CHO-K1 cells; ATP-induced calcium, Fluo-8 fluorescence; inhibition, % at 3 µM; 360,000 tested, 0.6% active;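 active = inhibition above a per-plate cutoff, the plate's mean sample inhibition plus 3 SD, cut at about 24% in these data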;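 note: 0% = DMSO plus EC80 ATP and 100% = DMSO alone without ATP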
CHO parental Ca – counter-screen for OX1R antagonists: effect in parental CHO cells. 330,000 tested, 0.63% active. AID 463079. inhibition, % at 5.6 µM. parental CHO-K1, ATP-induced calcium, Fluo-8 fluorescence;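 active = inhibition above that plate's mean sample inhibition plus 3 SD, cut at about 26% in these data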;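 note: 0% = ATP-challenged DMSO wells and 100% = DMSO wells without ATP; some compounds past the cut are filed as inactive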
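Test system: untransfected parental CHO cell line. Compound: one dose, 5.6 µM nominal. Detection: intracellular calcium via Fluo-8 no-wash fluorescent dye. Measure: % inhibition. Benchmarks: ATP-challenged DMSO wells low, unchallenged DMSO wells high.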
CHRM1 antagonist – blocks human M1 muscarinic receptor. P11229. CHO-K1 hM1, Fluo-8 calcium fluorescence, ACh EC80 antagonist. inhibition, % at 3 µM. 360,000 tested, 1.3% active. AID 588852;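 active = percent inhibition above its own plate's cutoff, namely the mean of that plate's compound wells plus 3 SD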;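 note: peak over basal fluorescence ratio during 140 s after agonist addition; 0% = ACh EC80 plus DMSO and 100% = DMSO alone without agonist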
TAAR1 agonist – agonists of human TAAR1 | Q96RJ0 | CHO RD-HGA16 TAAR1, Fluo-8 calcium fluorescence; vehicle wells 0%, saturating PEA agonist 100% | 360,000 tested, 0.99% active | activation, % at 3 µM;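 active = activation above the mean activation of all test compounds in the run plus 3 SD, cut at about 38% in these data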
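System: CHO RD-HGA16 cells carrying human TAAR1 plus Gα16; Incubation: 17-24 h seeding, 75 min 37 °C dye, 30 min RT; Measured by: Fluo-8 fluorescence, 5 s baseline then 140 s kinetic read; Control set: DMSO and PEA EC100; Replication: single well for each compound.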
CHO-K1 Ca ag – counter-screen for M1 agonists: effect in parental CHO-K1 cells; Fluo-8 calcium fluorescence; scaled to maximal ATP response, vehicle zero; 360,000 tested, 0.48% active; activation, % at 3 µM; AID 602248; in the data active = activation above about 15%;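 note: untransfected CHO-K1 host cells lacking M1 receptor as counterscreen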
CHO-K1 Ca PAM – M1 PAM counterscreen hit in parental CHO-K1 cells | ATP EC20, Fluo-8 calcium fluorescence; 0% at ATP EC20, 100% at ATP max | activation, % at 3 µM | 360,000 tested, 0.02% active | AID 602247;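 active = activation above the run cutoff, the mean activation of all test compounds plus 3 SD, cut at about 40% in these data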;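 note: peak over basal fluorescence ratio in a 140 s read after ATP addition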
OXTR potentiator – potentiates the human oxytocin receptor response; P30559; CHO-OTR cells, Fluo-8 calcium fluorescence, potentiator mode; 0% = oxytocin EC15, 100% = EC100; activation, % at 3 µM; 320,000 tested, 0.061% active;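 active = activation above that plate's cutoff, the mean activation of tested compounds plus 3 SD, cut at about 6.6% in these data, passing the limit was not always enough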;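 note: 100% uses oxytocin at 75 nM as the full agonist control; some results filed as inactive read as strong as hits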
Target sequence (P30559 whole entry, looked up): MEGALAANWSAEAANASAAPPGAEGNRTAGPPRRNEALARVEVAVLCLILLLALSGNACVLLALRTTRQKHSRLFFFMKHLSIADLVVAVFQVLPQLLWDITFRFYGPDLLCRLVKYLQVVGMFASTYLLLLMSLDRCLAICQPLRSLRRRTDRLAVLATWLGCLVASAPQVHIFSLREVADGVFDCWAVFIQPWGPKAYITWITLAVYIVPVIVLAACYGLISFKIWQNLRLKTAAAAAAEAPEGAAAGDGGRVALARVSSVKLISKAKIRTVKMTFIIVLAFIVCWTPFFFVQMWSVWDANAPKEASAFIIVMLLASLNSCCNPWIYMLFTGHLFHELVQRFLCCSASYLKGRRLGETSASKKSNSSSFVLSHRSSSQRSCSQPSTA
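Material: human OTR in CHO cells. Compound: 3.0 µM, one dose. Timing: compound 6 min at room temperature before oxytocin, 100 s read. Evaluation: % activation of max/min ratio relative to oxytocin controls. Replication: single well per compound, singlicate. Signal: Fluo-8 calcium dye fluorescence.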
CHRM1 agonist – human M1 muscarinic receptor agonism. AID 588814. P11229. activation, % at 3 µM. CHO-K1 hM1, Fluo-8 calcium fluorescence, agonist mode; 0% DMSO, 100% acetylcholine EC100. 360,000 tested, 0.33% active;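 active = activation above the run's mean compound activation plus 3 SD, cut at about 16% in these data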;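 note: peak over basal fluorescence ratio within a 140 s kinetic read after compound addition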
* marks the source's active call; other numbers are inactive results; x = not tested or not shown. No enrichment for hits, and some 4.2% of all compounds hit somewhere here.

SMILES	TAAR1 antag	CHO-K1 Ca antag	CHO parental Ca	CHRM1 antagonist	TAAR1 agonist	CHO-K1 Ca ag	CHO-K1 Ca PAM	OXTR potentiator	CHRM1 agonist
COc1ccc(C2(CCN=Cc3ccc(N(C)C)cc3)CCOC(C)(C)C2)cc1 (stereo not given)	7	-9	-6	-22	1	0.9	19	-1	-4
CCCCn1c(SCC(=O)N2CCCC2)nc2c1c(=O)n(C)c(=O)n2C	28	-32	-11	-19	-1	0.4	27	4	-7
NS(=O)(=O)c1ccc(NC(=O)c2cc(=O)c3ccccc3o2)cc1	-11	-13	1	5	1	0.8	1	-4	-4
CCN1CCN(C(=O)CN(c2cccc(Br)c2)S(=O)(=O)c2ccccc2)CC1	-12	-8	-14	9	4	0.2	11	-8	-11
CCC(C)n1c(SCC(=O)NC2CCS(=O)(=O)C2)nc2ccccc2c1=O (stereo not given)	-11	-8	-8	-6	0	0.3	1	0	-1
Cc1ccccc1NC(=O)CCC(=O)N/N=C/c1c[nH]c2ccccc12	35	-12	-5	-5	11	3.3	26	-6	-4
Cc1noc(NS(=O)(=O)c2ccc(NC(=O)COc3ccccc3)cc2)c1C	13	-20	-5	-7	8	0.3	15	-2	-2
OC[C@@H]1CN(Cc2cccnc2)C[C@H](n2cnc3c(N4CCOCC4)ncnc32)O1	-5	0	x	-4	2	-0.2	3	x	-1
Cc1nn(CC(=O)NCCCN2CCN(C)CC2)c(=O)c2cc(-c3ccccc3)nn12	-12	-7	2	-11	7	0.6	-1	-1	-4
N/C(=N\NS(=O)(=O)c1ccccc1C(F)(F)F)c1ccccn1	-6	-6	-5	22	0	1.6	3	-11	1
CCn1c(COc2ccccc2)nnc1SCC(=O)Nc1cc(OC)ccc1OC	-1	-4	-14	-1	1	0.6	-2	1	-4
Cn1ncc2c(Nc3ccc4ccccc4c3)ncnc21	-6	-5	-17	-10	3	0.9	16	-14	-7
COc1ccc(NC(C)=O)cc1S(=O)(=O)Nc1ccc(C(=O)N2CCCC2)cc1	-18	19	-6	3	3	-0.1	-19	-9	-2
O=C(COC(=O)C1CCN(S(=O)(=O)c2ccccc2)CC1)NC(=O)c1ccc(OC(F)F)cc1	-10	3	-5	1	4	-0.2	-6	-5	0
O=C(N/N=C1\CCCc2ccccc21)c1cccc([N+](=O)[O-])c1	10	-11	-8	-9	4	0.4	12	-4	-2
COc1ccc(C=Cc2ccc3ccccc3n2)c(OC)c1	-7	-7	x	0	9	0.8	4	x	-8
CC1Cc2ccccc2N1c1nc(C2CC2)nc2c1nnn2Cc1ccccc1 (stereo not given)	5	13	-4	-4	-1	-0.6	-7	-8	-1
Cc1ccc(OCCCCN(C)Cc2ccccc2)c(Br)c1	-27	10	-11	6	27	0.4	-2	-11	-6
CCOC(=O)c1nn(-c2ccc(C)cc2)c(=O)c2c(N)scc12	-2	33*	-18	22	10	-0.8	-9	3	0
COc1ccc(C)cc1S(=O)(=O)NC1CCCC1	-4	4	-5	-14	5	0.1	-3	-10	0
CS(=O)(=O)NCCNc1cc(Cl)ccc1[N+](=O)[O-]	-13	1	-12	-4	12	0.1	3	-5	-8
COc1ccccc1NC(=O)NNC(=O)C(C)Oc1ccc2ccccc2c1 (stereo not given)	5	-4	x	-8	0	0.7	7	x	-2
CC(C)N(Cc1cn(C)nc1-c1cccc(Cl)c1)Cc1nccn1C	-1	-6	-6	0	4	8.0	20	-15	-13
CN(Cc1ccccc1)C(=O)c1[nH]cnc1C(=O)Nc1ccon1	13	-20	-17	-20	1	0.2	20	-3	-1
CC(=O)Nc1ccc(S(=O)(=O)NCCC(=O)N2CCN(C(c3ccccc3)c3ccccc3)CC2)cc1	-7	4	1	-9	1	0.4	-7	0	-7
O=C(Nc1ccc(C(=O)N2CCOCC2)cc1)Nc1ccc(Cl)cc1Cl	20	-6	7	-9	0	-0.3	4	-5	-2
O=C(Cn1cc(C(F)(F)F)ccc1=O)Nc1ccc(N2CCOCC2)cc1	0	-5	-4	4	0	2.9	12	2	0
Cc1cc(C(=O)COC(=O)CNC(=O)c2ccc(Cl)c(Cl)c2)c(C)n1Cc1ccco1	23	10	-3	11	0	-0.2	-2	-16	-3
CC(C)(CNC(=O)Cc1ccc(NS(=O)(=O)c2cccc(C(F)(F)F)c2)cc1)N1CCOCC1	-7	10	-9	34*	3	0.1	-11	-4	-6
COc1ccccc1NC(=O)C(=O)NNC(=O)c1ccco1	-30	-1	-6	-10	4	0.4	2	-1	1
COC(=O)C1CN(C(=O)C(C)Oc2cc(C)ccc2C(C)C)c2ccccc2O1 (stereo not given)	1	-7	-22	-16	6	-1.5	4	-5	-5
Cc1cccc(N2C(=O)CC(NNc3nc4ccccc4s3)C2=O)c1 (stereo not given)	4	6	-7	12	7	1.8	2	-15	-3
CCCCCCSC1=C(C#N)C(c2ccc(O)cc2)CC(=O)N1 (stereo not given)	13	3	-31	-15	14	0.2	-7	-15	-4
COc1ccccc1CN(CC(=O)NCc1ccc2c(c1)OCO2)C(=O)c1ccc2c(c1)OCCO2	38	-5	-20	-6	22	0.9	16	-12	-2
Fc1ccccc1CNCCC(Cc1ccccc1)c1ccc2c(c1)OCO2 (stereo not given)	33	0	-6	8	10	2.5	17	-15	-7
C/C(=N\NC(=O)c1ccc(O)cc1)c1cccc(NC(=O)c2ccc(Cl)cc2)c1	42	-5	-5	-7	7	1.2	5	-9	0
Cc1ccc(CN2CCN(Cc3cccc(C)n3)CC2CCO)cc1 (stereo not given)	-13	-4	-15	-1	3	4.7	24	-12	-11
Cc1nc(N)nc(Cl)c1Cc1ccc(Cl)cc1	18	-3	-8	-3	4	-0.2	22	-7	0
CCN1CCN(S(=O)(=O)c2ccc(Cl)c(C(=O)N(C)CCOc3ccc(Cl)cc3)c2)CC1	8	-8	-19	-18	6	6.1	-3	-16	0
O=C(C1CC1)N(Cc1nc2ccccc2c(=O)[nH]1)Cc1cccs1	-14	-8	-24	21	4	2.0	20	-8	-3
S=C(Nc1ccc(Cl)c(Cl)c1)NN1CCOCC1	10	-19	-2	-10	0	0.7	19	-6	-7
Cn1cccc1C(=O)OCc1csc(-c2ccccc2)n1	-5	-10	-17	-4	5	0.4	12	-13	-3
O=C(CSc1nc(-c2ccccc2)c(-c2ccccc2)o1)NCCCO	-20	-9	-22	-8	0	1.5	3	-6	6
COc1cccc(CC(NC(C)=O)C(=O)NC2CCN(c3c(Cc4ccccc4)c(C)nc4ncnn34)CC2)c1OC (stereo not given)	8	6	-20	-4	5	2.4	-11	-15	-5
Cc1nn(-c2ccccc2[N+](=O)[O-])c(=O)c2ccccc12	0	-13	-5	2	1	0.1	14	-8	-1
CC(=O)C1=C(C)Nc2ncnn2C1c1ccc(Cl)cc1Cl (stereo not given)	-8	-15	-7	-3	5	0.7	8	-4	-4
COc1ccc(S(=O)(=O)N(CC(=O)N2CCN(c3ccccc3OC)CC2)c2ccccc2)cc1	x	-3	-11	-16	x	3.2	15	-10	-4
Cc1ccc(C)c(N2CCN(c3ncccc3[N+](=O)[O-])CC2)c1	-18	-16	-32	-2	-2	-0.3	12	-7	-5
CCCc1cc(C(=O)Nc2ccc(C)cc2)no1	-13	0	4	-4	-2	0.1	-5	-2	-7
CC(CC(=O)c1ccccc1)=NCCCN=C(C)CC(=O)c1ccccc1	-24	-12	x	-16	-2	1.3	22	x	-6
CCOC(=O)C1C(=O)OC2(CCCC2)C1C(=O)OCC (stereo not given)	-10	-18	-10	-2	18	1.8	26	-4	-4
CCc1ccc(NC(=O)CN(C(=O)N2CCN(CC)CC2)S(=O)(=O)c2ccc(C)cc2)cc1	6	-4	-1	-2	0	0.5	6	-3	-6

Among those listed so far, these have a Cl atom:
SMILES	TAAR1 antag	CHO-K1 Ca antag	CHO parental Ca	CHRM1 antagonist	TAAR1 agonist	CHO-K1 Ca ag	CHO-K1 Ca PAM	OXTR potentiator	CHRM1 agonist
CS(=O)(=O)NCCNc1cc(Cl)ccc1[N+](=O)[O-]	-13	1	-12	-4	12	0.1	3	-5	-8
CC(C)N(Cc1cn(C)nc1-c1cccc(Cl)c1)Cc1nccn1C	-1	-6	-6	0	4	8.0	20	-15	-13
O=C(Nc1ccc(C(=O)N2CCOCC2)cc1)Nc1ccc(Cl)cc1Cl	20	-6	7	-9	0	-0.3	4	-5	-2
Cc1cc(C(=O)COC(=O)CNC(=O)c2ccc(Cl)c(Cl)c2)c(C)n1Cc1ccco1	23	10	-3	11	0	-0.2	-2	-16	-3
C/C(=N\NC(=O)c1ccc(O)cc1)c1cccc(NC(=O)c2ccc(Cl)cc2)c1	42	-5	-5	-7	7	1.2	5	-9	0
Cc1nc(N)nc(Cl)c1Cc1ccc(Cl)cc1	18	-3	-8	-3	4	-0.2	22	-7	0
CCN1CCN(S(=O)(=O)c2ccc(Cl)c(C(=O)N(C)CCOc3ccc(Cl)cc3)c2)CC1	8	-8	-19	-18	6	6.1	-3	-16	0
S=C(Nc1ccc(Cl)c(Cl)c1)NN1CCOCC1	10	-19	-2	-10	0	0.7	19	-6	-7
CC(=O)C1=C(C)Nc2ncnn2C1c1ccc(Cl)cc1Cl (stereo not given)	-8	-15	-7	-3	5	0.7	8	-4	-4

From PubChem
